Compound activity deposited in PubChem by several laboratories.
OXTR agonist – human OXTR agonists, primary screen, fluorescence, CHO-OTR cells, Fluo-8 calcium; Fluo-8 calcium fluorescence; normalized: DMSO 0%, oxytocin 100%; activation, % at 3 µM; hit rate 0.32% among 320,000;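 active = activation above the mean of all tested compounds plus 3 SD, cutoff set per screening run, cut at about 20% in these data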;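 note: peak over basal fluorescence ratio from a 100 s FLIPR kinetic read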
GPR7 antagonist – GPR7 receptor antagonists, primary screen, cell-based, fluorescence, single concentration. Neuropeptides B/W receptor type 1 (Homo sapiens), P48145. hit rate 1.1% among 290,000. AID 1861, 2009. GPR7-expressing cells, fluorescence antagonist assay. inhibition, % at 4.4 µM; in the data active = inhibition above about 16%, passing the limit was not always enough;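 note: cells stimulated with the agonist NPW; 0% = agonist with vehicle and 100% = vehicle without agonist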
DNA FID counter – compounds displacing fluorescent DNA intercalator, primary screen, artefact control for HCV NS3 helicase inhibitor project, biochemical, FID fluorescence | inhibition, % at 7.9 µM | hit rate 0.17% among 290,000 | AID 1845, 2009 | DNA fluorescent intercalator displacement; in the data active = inhibition above about 37%;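 note: 0% = vehicle and 100% = reference compound; higher means more ethidium bromide displaced from hairpin DNA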
IMP-1 inhibitor – IMP-1 metallo-beta-lactamase inhibitors, primary screen, biochemical, epi-absorbance readout, Pseudomonas aeruginosa enzyme; purified IMP-1, nitrocefin hydrolysis, epi-absorbance fluorescence; inhibition, % at 5.6 µM; hit rate 0.45% among 290,000; AID 1556, 2009;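 active = inhibition above the mean plus 3 SD of all compounds in the same screening run, cut at about 4.5% in these data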;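 note: 0% = IMP-1 with DMSO and 100% = DMSO wells lacking enzyme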
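System: Purified recombinant IMP-1 metallo-beta-lactamase enzyme | Measured by: Fluorescence quenching readout, ex 480/em 530 nm | Replication: Singlicate | Incubation: 15 min preincubation plus 25 min reaction at 25 °C | Evaluation: Percent inhibition from optical density relative to buffer-blank wells | Benchmarks: DMSO with and without IMP-1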
GalR3 antag – GalR3 antagonists in HEK293 cells, primary screen, cell-based, fluorescence readout. hit rate 0.44% among 360,000. inhibition, % at 3 µM. AID 651719, 2012. HEK293 GalR3-CNG cAMP membrane potential fluorescence; galR3 body fused to GalR1 C-terminus;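 active = inhibition above the screen-wide average plus 3 SD, cut at about 13% in these data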;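 note: forskolin and galanin both at EC90 stimulate the cells; cAMP rise reported by CNG channel membrane potential dye signal; 0% = forskolin plus galanin with DMSO and 100% = forskolin alone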
Target sequence (O60755 1-299 limits assumed): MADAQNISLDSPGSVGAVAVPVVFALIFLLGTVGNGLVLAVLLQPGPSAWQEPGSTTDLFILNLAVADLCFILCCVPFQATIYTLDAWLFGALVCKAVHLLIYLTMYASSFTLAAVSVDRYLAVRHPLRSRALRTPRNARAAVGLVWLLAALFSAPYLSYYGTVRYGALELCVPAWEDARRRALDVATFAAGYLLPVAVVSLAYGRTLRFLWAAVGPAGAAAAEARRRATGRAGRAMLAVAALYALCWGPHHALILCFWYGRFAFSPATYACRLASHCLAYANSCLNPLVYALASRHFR
PHOSPHO1 block – PubChem AID 1565; recombinant PHOSPHO1, absorbance phosphatase assay; Phosphoethanolamine/phosphocholine phosphatase (Homo sapiens), Q8TCT1; hit rate 1.1% among 290,000; inhibition, % at 13.3 µM; in the data active = inhibition above about 60%
Target sequence (Q8TCT1 whole entry, looked up): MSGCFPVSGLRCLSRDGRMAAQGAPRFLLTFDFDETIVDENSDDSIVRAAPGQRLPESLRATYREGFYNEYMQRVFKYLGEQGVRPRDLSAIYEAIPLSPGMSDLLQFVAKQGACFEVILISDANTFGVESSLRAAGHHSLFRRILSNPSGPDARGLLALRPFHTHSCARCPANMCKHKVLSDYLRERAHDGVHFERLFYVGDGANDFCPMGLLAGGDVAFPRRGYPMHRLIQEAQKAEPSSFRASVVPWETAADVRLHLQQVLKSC
V1aR counter – agonists of human V1a receptor, primary screen, counter-screen for OXTR agonist project, fluorescence, CHO-V1R cells; Fluo-8 calcium fluorescence, agonist mode; 0% DMSO, 100% 3 nM vasopressin; Vasopressin V1a receptor (Homo sapiens), P37288; hit rate 0.25% among 320,000; activation, % at 3 µM;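 active = activation above the mean activation of all tested compounds plus 3 SD, per screening run, cut at about 20% in these data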;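 note: signal is peak over basal fluorescence ratio across a 100 second FLIPR read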
Target sequence (P37288 whole entry, looked up): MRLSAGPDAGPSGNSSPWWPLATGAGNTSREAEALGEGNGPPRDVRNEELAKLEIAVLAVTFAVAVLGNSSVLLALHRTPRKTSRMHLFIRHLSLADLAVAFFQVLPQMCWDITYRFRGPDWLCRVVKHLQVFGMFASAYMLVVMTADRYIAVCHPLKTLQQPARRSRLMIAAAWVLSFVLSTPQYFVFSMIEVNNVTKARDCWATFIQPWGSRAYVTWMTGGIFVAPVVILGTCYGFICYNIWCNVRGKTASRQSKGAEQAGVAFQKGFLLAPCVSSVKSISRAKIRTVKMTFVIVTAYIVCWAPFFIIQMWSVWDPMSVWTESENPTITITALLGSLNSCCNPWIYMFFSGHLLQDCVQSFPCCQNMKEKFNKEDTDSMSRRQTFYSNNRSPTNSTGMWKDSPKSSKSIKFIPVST
VIM-2 inh – VIM-2 metallo-beta-lactamase inhibitors, primary screen, biochemical, epi-absorbance readout, Pseudomonas aeruginosa enzyme. purified VIM-2, nitrocefin hydrolysis, epi-absorbance fluorescence. inhibition, % at 5.6 µM. hit rate 0.89% among 290,000;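 active = inhibition above the mean of all tested compounds plus 3 SD, cutoff set per screening run, cut at about 7.5% in these data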;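 note: red hydrolysis product quenches plate fluorescence so inhibitors raise well fluorescence; 0% = enzyme with DMSO and 100% = DMSO without enzyme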
NS3 helicase inh – inhibitors of HCV NS3 helicase, primary screen, biochemical, Cy5 molecular beacon fluorescence. inhibition, % at 10.9 µM. Hepatitis C virus NS3 helicase. hit rate 0.56% among 290,000. AID 1800, 2009. NS3 helicase DNA unwinding;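 active = inhibition above the mean of all tested compounds plus 3 SD, set per campaign, cut at about 35% in these data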;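 note: 0% = DMSO wells and 100% = thioflavine S control wells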
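Assay system – hepatitis C virus NS3 helicase domain fragment enzyme · Buffer or medium – MOPS pH 6.5, MgCl2, DTT, Tween20, BSA · Reagent – Cy5/quencher beacon DNA duplex and ATP to start · Compound – single 10.9 µM dose · Timing – 1 h at 25 °C · Technique – Cy5 beacon fluorescence read at start and 1 h · Measure – % inhibition of unwinding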
Numbers without * were called inactive; . = no result given. Rows were taken by chance (roughly 4.3% active in at least one column).

SMILES	OXTR agonist	GPR7 antagonist	DNA FID counter	IMP-1 inhibitor	GalR3 antag	PHOSPHO1 block	V1aR counter	VIM-2 inh	NS3 helicase inh
COc1cccc(NC(=O)CCN2CCN(c3ccccc3F)CC2)c1	0.6	8	11	2.5	-2	17	0.2	-1.4	0
COc1ccc(C2c3[nH]c4ccccc4c3C[C@H]3C(=O)N(c4ccccc4C(=O)N4CCC(C(=O)O)CC4)C(=O)N23)cc1 (stereo partly specified)	0.4	-3	-40	-1.8	-7	3	1.1	-0.6	-1
Nc1nnc(C(=O)c2ccccc2N)s1	0.1	-5	4	-4.1	.	.	0.3	-0.9	-1
CCOC(=O)c1c(NC(=O)C2CCN(S(=O)(=O)c3ccc(Cl)cc3)CC2)sc2c1CCCC2	1.2	15	44*	-2.1	-7	-24	0.5	-0.3	-2
CC(C)(CO)CNC(=O)c1ccc2nc(Cc3cccc(Cl)c3)oc2c1	2.0	-1	-28	-2.9	-8	14	2.9	-1.1	2
CNS(=O)(=O)c1cnccc1N1CCN(c2cccc(C)c2)CC1	1.4	-5	-6	-6.8	-3	0	0.3	-1.9	-1
CN1CCN(Cc2nc3ccccc3c(=O)n2Cc2nc(-c3cccc([N+](=O)[O-])c3)cs2)CC1	.	-3	17	-1.2	1	8	.	0.9	-44
CCc1ccc(NC(=O)NC2CCCCCCC2)cc1	.	-11	-27	-0.6	-5	27	.	-1.5	-4
Cc1c(C(=O)/C=C/N(C)C)nnn1-c1ccc(Cl)cc1Cl	-0.4	-11	-4	-2.2	-1	16	0.3	-2.6	19
CC(C)c1csc(CN2CCN(Cc3ccc(F)c(F)c3)C(CCO)C2)n1 (stereo unspecified)	0.4	-3	-13	-3.5	-3	10	1.3	-3.7	29
O=C1N=c2ccccc2=C1c1sc(=S)n(-c2ccc(O)cc2)c1O	-1.1	-6	3	-2.8	13*	41	0.4	1.4	-5
COc1ccc(CCNC(=O)c2[nH]c(C)c(C(C)=O)c2C)cc1	2.2	9	-7	-2.3	1	23	3.7	-0.2	-1
COc1ccc(NS(=O)(=O)c2cc(NC(=O)C3CCCCC3)ccc2N2CCOCC2)cc1	-1.1	-7	6	-1.4	-7	8	-0.6	-0.8	-8
Cc1ccc(CCN2CC(C(=O)NCCN3CCCCCC3)CC2=O)cc1 (stereo unspecified)	0.2	-8	17	-3.1	-5	2	0.7	-3.1	-27
COC(=O)c1ccc(CN2CCC(CO)(Cc3ccccc3Cl)CC2)cc1	2.0	5	1	-1.8	-8	-8	2.2	2.1	-18
COc1ccc(C(=O)NC2CCN(CC(=O)Nc3cccc(OC)c3)CC2)cc1	-0.1	-9	-2	-3.3	-9	8	0.4	-1.9	-7
CCCn1c2ccccc2c2nnc(SC(CC)C(=O)Nc3sc4c(c3C#N)CCCC4)nc21 (stereo unspecified)	-0.6	-5	1	-2.0	-2	61*	-0.4	0.3	9
Cc1cc(C(=O)CSc2nnc(-c3ccccc3)o2)c(C)n1CC1COc2ccccc2O1 (stereo unspecified)	-0.7	1	2	3.0	5	-35	-0.3	-0.9	14
COc1ccc(NC(=O)Cc2cccc(F)c2)cc1S(=O)(=O)Nc1ccccc1Cl	4.9	0	-17	0.6	-7	38	5.7	1.3	-8
O=S(=O)(Cc1ccccc1)N1CCCCCC1	-1.5	-4	-2	-6.0	-6	-3	-0.8	-2.4	-10
CCN1CCSc2ccc(C(=O)NCc3cccc(F)c3)cc21	-1.6	6	-18	-2.3	.	23	-0.6	-2.1	-8
Cc1ccc(C(=O)C[n+]2ccccc2C)cc1[N+](=O)[O-]	0.5	-9	8	-1.7	-7	24	0.1	-0.6	-3
CCc1cccc(NC(=O)NC2CCCCC2)c1	1.1	1	-5	0.4	-6	-30	1.8	-3.9	2
O=C(NCCc1ccc(Cl)cc1)c1cc(=O)[nH]c2ccccc12	-0.4	15	-12	-1.9	-7	24	0.1	-2.7	1
COc1ccc(C(=O)OCC(=O)Nc2ccc(Cl)c(C(F)(F)F)c2)c(OC)c1OC	3.9	15	-15	-3.0	-9	2	5.1	-1.5	-19
Cc1ccc(C(=O)COC(=O)CCCC(=O)Nc2cc(C(F)(F)F)ccc2Cl)cc1C	0.2	-3	-12	-4.9	-2	-7	0.8	-3.9	7
CC(=O)NNS(=O)(=O)c1ccccc1[N+](=O)[O-]	0.1	-7	0	-0.9	-1	-6	-0.3	-1.2	4
Cc1ccc(Cl)cc1N1CCN(S(=O)(=O)c2ccc(-c3ccc(=O)[nH]n3)o2)CC1	-0.1	4	-8	-1.7	1	24	1.2	-2.1	7
COc1ccc(N(C)S(=O)(=O)c2cccc(C(=O)Nc3nnc(C4CC4)s3)c2)cc1	-0.8	13	-14	-1.1	-3	-11	0.8	0.5	-5
COc1cccc(CC(NC(C)=O)C(=O)NC2CCN(C(=O)NCc3ccccc3)CC2)c1 (stereo unspecified)	.	9	-14	-3.9	-5	6	.	-4.5	3
O=C(COC(=O)C1=COCCO1)NCCCc1ccccc1	0.2	1	0	-4.4	-2	-1	0.3	-3.1	-7
Cc1nc2ccccc2n1CC(=O)NCc1ccccc1	9.4	4	-1	0.1	0	41	8.0	-0.2	-3
COc1ccc(C2c3c(ncn(CCCN4CCOCC4)c3=N)Oc3ccc4ccccc4c32)cc1OC (stereo unspecified)	1.6	-4	14	-1.8	-1	28	-1.1	1.4	-58
COCCNC(=O)CN(C(=O)CCC(=O)Nc1nccs1)c1ccc2c(c1)OCO2	0.2	-12	-17	-1.1	-9	16	0.1	-0.9	-11
CC(NC(=O)C12CC3CC(C1)CC(n1cncn1)(C3)C2)C12CC3CC(CC(C3)C1)C2 (stereo unspecified)	-1.6	3	-34	-2.8	3	46	-1.2	-8.4	2
COC(=O)c1cc(OC)c(OC)cc1NC(=O)c1c(-c2ccccc2)noc1C	-2.2	-11	-30	-0.7	.	-4	-1.1	2.4	-3
Cc1ccc(NC2CCCN(C(=O)c3ccccn3)C2)cc1C (stereo unspecified)	0.9	-7	-10	-1.6	-6	31	1.6	-1.2	0
O=C(/C=C/c1ccc(OCCCF)cc1)Nc1ccnc(-c2ccncc2)n1	14	-19	-6	-1.9	-8	37	9.4	2.4	-8
Cc1cccc(NC(=O)CCc2nnc3ccc(NCc4ccco4)nn23)n1	-0.3	-8	-33	-4.6	-8	6	0.0	-5.5	7
O=C(NCCc1nc2ccccc2[nH]1)C1CCC(=O)N(CCc2cccc(F)c2)C1 (stereo unspecified)	-0.6	-8	-11	-1.9	1	34	-0.7	-1.4	3
CCOC(=O)COn1c(-c2cccc(Cl)c2)nc2ccc([N+](=O)[O-])cc21	2.6	15	17	-1.2	-1	65*	3.1	-1.6	2
COc1ccccc1/C=C/C(=O)NNC(=O)c1cccs1	-0.1	30*	-6	0.1	-6	4	0.4	0.2	10
CC1CCCC(C)N1CCCNC(=O)c1cc2c(s1)-c1ccccc1OC2 (stereo unspecified)	1.8	-2	22	-0.2	-7	26	1.4	-0.3	-22
O=C(NNC(=O)C(c1ccccc1)c1ccccc1)c1cccs1	0.0	-8	-4	-2.3	-3	-10	2.2	-5.1	1
COCCOC(=O)C1=C(C)N(Cc2ccccc2)C(=O)NC1c1cccc(OC)c1OC (stereo unspecified)	0.1	-15	-29	-3.2	-3	-10	-0.3	-4.5	-1
O=C(CNc1ccccc1)NNC1=NCCC1	0.6	-15	-12	-2.1	-3	0	1.2	-3.4	-1
COC(=O)[C@H](Cc1ccccc1)NC(=O)[C@@H]1C[C@H]1[C@@H](NC(=O)OCc1ccccc1)c1ccccc1	-0.5	14	-17	-1.8	-8	28	1.0	-2.7	-5
Cc1ccc(/C=N/NC(=O)CSc2nc3ccccc3n2C)s1	-0.5	-2	-18	-3.3	-2	4	0.3	-2.6	-1
O=C1c2ccccc2CN1CCNC(=S)NC1CCCCC1	2.0	0	-7	-1.9	-4	-4	0.6	5.1	-1
COCc1ccc(C(=O)N2CCCC(Nc3ccc(C(C)C)cc3)C2)o1 (stereo unspecified)	-1.4	-8	-35	-1.9	-2	53	2.8	-1.3	2
OCCCn1c(-c2ccccc2)n[nH]c1=S	-0.6	6	1	-1.1	4	-6	0.3	3.9	-2
CN1C(=O)c2ccccc2C(C(=O)O)C1c1cn(C)c2ccccc12 (stereo unspecified)	0.8	-8	-10	-3.9	-4	20	1.8	-3.1	6
Cc1ccc(N2C(=O)c3cccc([N+](=O)[O-])c3C2=O)cc1C	0.0	-7	8	-3.2	0	37	-0.2	-2.0	-4
Cc1c(C(c2cc(O)ccc2Cl)c2c(C)n(C)n(-c3ccccc3)c2=O)c(=O)n(-c2ccccc2)n1C	0.2	-10	-24	0.3	-10	.	-0.1	-1.1	0

4 entries from above, set out differently.
SMILES: CCOC(=O)COn1c(-c2cccc(Cl)c2)nc2ccc([N+](=O)[O-])cc21
  OXTR agonist: 2.6; GPR7 antagonist: 15; DNA FID counter: 17; IMP-1 inhibitor: -1.2; GalR3 antag: -1; PHOSPHO1 block: 65*; V1aR counter: 3.1; VIM-2 inh: -1.6; NS3 helicase inh: 2
SMILES: COc1ccccc1/C=C/C(=O)NNC(=O)c1cccs1
  OXTR agonist: -0.1; GPR7 antagonist: 30*; DNA FID counter: -6; IMP-1 inhibitor: 0.1; GalR3 antag: -6; PHOSPHO1 block: 4; V1aR counter: 0.4; VIM-2 inh: 0.2; NS3 helicase inh: 10
SMILES: CC1CCCC(C)N1CCCNC(=O)c1cc2c(s1)-c1ccccc1OC2 (stereo unspecified)
  OXTR agonist: 1.8; GPR7 antagonist: -2; DNA FID counter: 22; IMP-1 inhibitor: -0.2; GalR3 antag: -7; PHOSPHO1 block: 26; V1aR counter: 1.4; VIM-2 inh: -0.3; NS3 helicase inh: -22
SMILES: O=C(NNC(=O)C(c1ccccc1)c1ccccc1)c1cccs1
  OXTR agonist: 0.0; GPR7 antagonist: -8; DNA FID counter: -4; IMP-1 inhibitor: -2.3; GalR3 antag: -3; PHOSPHO1 block: -10; V1aR counter: 2.2; VIM-2 inh: -5.1; NS3 helicase inh: 1

Three compounds already listed, ordered by molar mass, smallest number first.
SMILES	OXTR agonist	GPR7 antagonist	DNA FID counter	IMP-1 inhibitor	GalR3 antag	PHOSPHO1 block	V1aR counter	VIM-2 inh	NS3 helicase inh
OCCCn1c(-c2ccccc2)n[nH]c1=S	-0.6	6	1	-1.1	4	-6	0.3	3.9	-2
COCc1ccc(C(=O)N2CCCC(Nc3ccc(C(C)C)cc3)C2)o1 (stereo unspecified)	-1.4	-8	-35	-1.9	-2	53	2.8	-1.3	2
CC1CCCC(C)N1CCCNC(=O)c1cc2c(s1)-c1ccccc1OC2 (stereo unspecified)	1.8	-2	22	-0.2	-7	26	1.4	-0.3	-22
